Mtb FBA inh: inhibitors of M. tuberculosis fructose-bisphosphate aldolase; inhibition, % at 1 µM; AID 588726; P9WQA3; purified M. tuberculosis FBA, fluorescence read-out; hit rate 2.3% among 360,000; in the data active = inhibition above about 27%;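 note: 0% = vehicle and 100% = reference inhibitor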
Target sequence (P9WQA3 whole entry, looked up): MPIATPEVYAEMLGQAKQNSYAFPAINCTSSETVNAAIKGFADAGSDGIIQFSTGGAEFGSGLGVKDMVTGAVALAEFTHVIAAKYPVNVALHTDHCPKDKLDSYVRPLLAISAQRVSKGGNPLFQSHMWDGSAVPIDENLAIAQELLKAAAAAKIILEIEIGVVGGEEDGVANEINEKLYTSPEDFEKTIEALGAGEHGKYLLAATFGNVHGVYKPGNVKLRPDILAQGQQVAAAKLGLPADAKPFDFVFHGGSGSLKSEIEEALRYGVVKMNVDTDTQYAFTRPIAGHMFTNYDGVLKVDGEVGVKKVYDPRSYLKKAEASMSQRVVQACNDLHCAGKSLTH
Y pestis TopoI: Y. pestis Topo-I inhibition via cleavage products; AID 504884; Y. pestis Topo-I cleavage product accumulation, plate reader; hit rate 0.064% among 360,000; activity, % at 10 µM; in the data active = activity above about 50%, passing the limit was not always enough; note: inactives centre near 2
Vc quorum ag: quorum light induction in luxS cqsA deficient V. cholerae; V. cholerae BH1578 lux reporter, luminescence, 6 h; activation, % at 18.7 µM; hit rate 0.16% among 350,000; AID 588436; in the data active = activation mostly above about 9.7%, no sharp cut-off; note: not every result past the cut was called active; inactives centre near 0; reference of the scale not given here
GDH-TPI inh: inhibits GDH-TPI coupling enzymes, artifact for Mtb FBA screen; GDH-TPI coupled enzyme counterscreen, NADH absorbance; inhibition, % at 4.8 µM; hit rate 1.2% among 360,000; in the data active = inhibition above about 30%;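 note: 0% = DMSO wells and 100% = wells lacking the enzyme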
UGM FP inh: inhibitors of M. tuberculosis UDP-galactopyranose mutase; hit rate 0.06% among 320,000; P9WIQ1; AID 504406; purified UGM, fluorescence polarization probe displacement; inhibition, % at 10 µM; in the data active = inhibition above about 10%, passing the limit was not always enough
Target sequence (P9WIQ1 whole entry, looked up): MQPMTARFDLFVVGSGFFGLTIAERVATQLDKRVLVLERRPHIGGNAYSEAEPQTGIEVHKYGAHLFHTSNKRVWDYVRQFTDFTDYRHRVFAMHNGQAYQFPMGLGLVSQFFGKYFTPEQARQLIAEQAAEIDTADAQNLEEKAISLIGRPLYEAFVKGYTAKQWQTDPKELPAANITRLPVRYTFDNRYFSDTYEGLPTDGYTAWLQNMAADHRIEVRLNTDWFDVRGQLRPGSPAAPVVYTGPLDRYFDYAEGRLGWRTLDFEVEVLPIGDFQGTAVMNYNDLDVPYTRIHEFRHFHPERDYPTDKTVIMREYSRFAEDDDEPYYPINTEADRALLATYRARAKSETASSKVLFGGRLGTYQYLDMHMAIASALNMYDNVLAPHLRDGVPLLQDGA
TcdB GH inh: TcdB glycohydrolase inhibition | P18177 | TcdB glycohydrolase enzymatic assay, plate reader | inhibition, % at 9.99 µM | hit rate 0.24% among 350,000 | AID 652162; in the data active = inhibition above about 10%
FadD28 FP inh: inhibitors of Mycobacterium tuberculosis FadD28 bisubstrate binding. FadD28 bisubstrate probe binding, fluorescence polarization. inhibition, % at 12.5 µM. hit rate 0.22% among 360,000. AID 588549; in the data active = inhibition above about 8.5%, passing the limit was not always enough
Mtb BioA inh: BioA (M. tuberculosis) enzyme inhibition | purified M. tuberculosis BioA enzyme, plate reader | inhibition, % at 9.99 µM | hit rate 0.096% among 360,000 | AID 602481; in the data active = inhibition above about 40%
PfHsp40 rescue: rescue of PfHsp40-mediated yeast toxicity. growth rescue, % at 12.5 µM. AID 504582. S. cerevisiae expressing PfHsp40, growth rescue, ATP luminescence. hit rate 0.68% among 340,000; in the data active = growth rescue above about 28%, passing the limit was not always enough;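 note: yeast W303a lacking pdr1 and pdr3 grown in galactose medium; growth measured after three days at 30 °C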
Numbers without * were called inactive; i = inactive; x = no result given.

(1) CN(C)c1ccc(N2C(=NC(=O)COc3ccccc3)SC3CS(=O)(=O)CC32)cc1 (stereo unspecified)
(2) Cc1ccc2c(c1)C1CN(C)CCC1N2C(=O)c1cccc(S(=O)(=O)N(C)C)c1 (stereo unspecified)
(3) COCCOc1cc(NC(=O)c2sccc2Oc2ccc([N+](=O)[O-])cc2F)c(Cl)cc1Cl
(4) FC(F)(F)c1cccc(Sc2nc(-c3ccccc3)nnc2C(F)(F)F)c1
(5) CCc1nc2c(OCCC3CCCCC3)cccn2c1N(C=O)Cc1ccccc1
(6) O=C(NCc1cccnc1)c1ccc(-c2ccc(F)c(F)c2)c2ccoc12
(7) CC(NC(=O)Nc1cccc([N+](=O)[O-])c1)(C(F)(F)F)C(F)(F)F
(8) O=C(Nc1ccc(F)c(Cl)c1)C1CC2CCC1C2 (stereo unspecified)
(9) CCN(CC)S(=O)(=O)c1cccc(NC(=O)c2cc3ccccc3o2)c1
(10) CCn1nccc1NC(=O)c1csc([C@@H]2O[C@H](CO)[C@H](O)[C@H](O)[C@H]2O)n1
assay / entry | 1 | 2 | 3 | 4 | 5 | 6 | 7 | 8 | 9 | 10
Mtb FBA inh | -1 | 0 | 0 | 1 | 0 | 9 | 3 | -1 | 2 | 0
Y pestis TopoI | -3 | -2 | 4 | 0 | 37 | -1 | -14 | -4 | 5 | 10
Vc quorum ag | -0.7 | 0.2 | 4.2 | i | -0.1 | i | 3.4 | -0.1 | -3.8 | i
GDH-TPI inh | 4 | 2 | 5 | 1 | 11 | 6 | 3 | 2 | 5 | 9
UGM FP inh | 0.4 | -0.6 | 1.1 | 2.8 | x | x | -1.6 | -0.3 | 2.7 | x
TcdB GH inh | 0.8 | 0.1 | x | x | 0.8 | 1.3 | x | 0.2 | x | 0.8
FadD28 FP inh | 0.2 | -1.6 | -1.1 | -0.8 | -3.9 | -2.1 | -0.7 | -4.8 | -5.8 | -0.1
Mtb BioA inh | -4.3 | x | -1.2 | 1.1 | -0.3 | 23 | 1.4 | 3.2 | 2.5 | 1.2
PfHsp40 rescue | 0.3 | -0.7 | -0.9 | 0.4 | x | x | -0.4 | 3.3 | 4.2 | x

Ordered by length of the SMILES (ascending): part of the list above
(8) O=C(Nc1ccc(F)c(Cl)c1)C1CC2CCC1C2 (stereo unspecified)
(5) CCc1nc2c(OCCC3CCCCC3)cccn2c1N(C=O)Cc1ccccc1
(9) CCN(CC)S(=O)(=O)c1cccc(NC(=O)c2cc3ccccc3o2)c1
(4) FC(F)(F)c1cccc(Sc2nc(-c3ccccc3)nnc2C(F)(F)F)c1
(7) CC(NC(=O)Nc1cccc([N+](=O)[O-])c1)(C(F)(F)F)C(F)(F)F
(1) CN(C)c1ccc(N2C(=NC(=O)COc3ccccc3)SC3CS(=O)(=O)CC32)cc1 (stereo unspecified)
(3) COCCOc1cc(NC(=O)c2sccc2Oc2ccc([N+](=O)[O-])cc2F)c(Cl)cc1Cl
(10) CCn1nccc1NC(=O)c1csc([C@@H]2O[C@H](CO)[C@H](O)[C@H](O)[C@H]2O)n1
assay / entry | 8 | 5 | 9 | 4 | 7 | 1 | 3 | 10
Mtb FBA inh | -1 | 0 | 2 | 1 | 3 | -1 | 0 | 0
Y pestis TopoI | -4 | 37 | 5 | 0 | -14 | -3 | 4 | 10
Vc quorum ag | -0.1 | -0.1 | -3.8 | i | 3.4 | -0.7 | 4.2 | i
GDH-TPI inh | 2 | 11 | 5 | 1 | 3 | 4 | 5 | 9
UGM FP inh | -0.3 | x | 2.7 | 2.8 | -1.6 | 0.4 | 1.1 | x
TcdB GH inh | 0.2 | 0.8 | x | x | x | 0.8 | x | 0.8
FadD28 FP inh | -4.8 | -3.9 | -5.8 | -0.8 | -0.7 | 0.2 | -1.1 | -0.1
Mtb BioA inh | 3.2 | -0.3 | 2.5 | 1.1 | 1.4 | -4.3 | -1.2 | 1.2
PfHsp40 rescue | 3.3 | x | 4.2 | 0.4 | -0.4 | 0.3 | -0.9 | x

The list goes on:
(11) COc1ccc(NC(=O)CSc2nccn2C)cc1S(N)(=O)=O
(12) CC(C)(C)c1ccc(OC(=O)c2ccc3nsnc3c2)cc1
(13) Clc1ccc(Cn2nnc3ccccc32)cc1
(14) C=C(C)COc1ccc(-c2ncncc2-c2ccccc2OC)c(O)c1
(15) COc1ccc(-c2cccc(C(=O)Nc3ccc(C)cc3)c2)cc1
(16) O=C1CC(c2ccccc2Cl)CC(O)=C1C=NCCCO (stereo unspecified)
(17) COc1ccccc1OC(=O)c1ccc(SC)cc1OC
(18) O=C(COc1ccccc1)N1CCN(C2CC3CCC2C3)CC1 (stereo unspecified)
(19) CCc1ccccc1NC(=O)N1CCC(NC(=O)C(Cc2ccc(OC)c(OC)c2)NC(C)=O)CC1 (stereo unspecified)
(20) COC(=O)c1sc(S(=O)(=O)N2CCCCC2)c(C(=O)OC)c1C
assay / entry | 11 | 12 | 13 | 14 | 15 | 16 | 17 | 18 | 19 | 20
Mtb FBA inh | -3 | -2 | 3 | 0 | -15 | 4 | 0 | 2 | -1 | 2
Y pestis TopoI | -6 | 22 | -11 | 39 | 7 | 4 | 3 | 8 | -6 | 18
Vc quorum ag | i | -1.1 | -0.4 | i | i | -0.3 | i | x | -0.2 | -0.3
GDH-TPI inh | -6 | 2 | -1 | -8 | -1 | 12 | 11 | 3 | 0 | -3
UGM FP inh | -1.0 | -0.7 | 1.8 | 0.2 | 1.0 | 0.7 | -2.5 | -3.1 | -1.9 | 0.3
TcdB GH inh | 11* | x | 1.1 | 0.3 | x | 0.8 | x | x | x | x
FadD28 FP inh | -2.1 | -2.1 | -17 | -3.9 | -2.4 | -0.7 | -5.9 | -3.7 | -0.7 | -0.7
Mtb BioA inh | x | -1.4 | -1.2 | x | 1.0 | -2.0 | 0.6 | -0.2 | 1.2 | 1.1
PfHsp40 rescue | -0.4 | -0.3 | -0.5 | 0.9 | 0.7 | -1.1 | -0.3 | 0.4 | 0.7 | 0.8

(21) Cc1nn(C)c(C)c1NC(=O)CCSc1nc(-c2ccco2)cc(C(F)(F)F)n1
(22) O=C(NCc1ccco1)c1cccc2c1C(=O)c1ccc(N3CCCC3)cc1S2(=O)=O
(23) Cc1ccc(S(=O)(=O)N2CCCOC2CNC(=O)C(=O)NCc2ccco2)cc1 (stereo unspecified)
(24) C=CCn1c(SCC(=O)Nc2sccc2C(N)=O)nc2ccccc2c1=O
(25) O=C(Nc1ccc(Cl)c(S(=O)(=O)N2CCOCC2)c1)c1ccccc1-c1ccc(C(F)(F)F)cc1
(26) COc1ccc(NC(=O)N2CCC(CO)(CC3CCCCO3)CC2)c(OC)c1 (stereo unspecified)
(27) COc1ccc(OC)c(-c2nc(C(=O)NCC3CCCO3)cc3c2[nH]c2ccccc23)c1 (stereo unspecified)
(28) CCCCN1C2CCCC1CC(NC(=O)C1CCCCC1)C2 (stereo unspecified)
(29) NS(=O)(=O)c1ccc(CNC(=O)Cc2cccs2)cc1
(30) O=C(CCn1c(=O)[nH]c2ccccc2c1=O)N1CCN(c2ccc(Cl)cc2)CC1
assay / entry | 21 | 22 | 23 | 24 | 25 | 26 | 27 | 28 | 29 | 30
Mtb FBA inh | 0 | -9 | 0 | -1 | -4 | 4 | 6 | -3 | 0 | -2
Y pestis TopoI | -12 | 12 | 16 | 9 | 2 | -4 | 22 | 4 | -2 | 0
Vc quorum ag | i | -0.4 | i | x | i | -0.1 | -0.4 | i | i | i
GDH-TPI inh | 15 | 3 | 0 | 14 | -12 | -4 | 15 | 3 | 7 | -11
UGM FP inh | 6.7 | 0.7 | 1.0 | 0.4 | x | 0.7 | -0.5 | -1.2 | -0.1 | 2.3
TcdB GH inh | x | 0.5 | x | x | x | 0.6 | x | x | -1.8 | x
FadD28 FP inh | -1.1 | 1.7 | -2.6 | -0.3 | -7.6 | -2.2 | -4.4 | 0.3 | -0.4 | -1.5
Mtb BioA inh | x | -1.7 | x | -1.5 | -0.5 | 0.5 | -2.3 | -0.2 | -1.2 | 0.3
PfHsp40 rescue | 0.5 | -1.2 | -1.3 | -0.6 | -0.6 | 1.2 | 3.4 | 1.1 | 0.1 | 1.2

(31) Cc1noc(C)c1C(=O)N1CCC1(C)C(=O)NS(=O)(=O)c1ccccc1Cl (stereo unspecified)
(32) Cc1cccc(C(=O)NC(=S)Nc2ccccc2C(=O)O)c1
(33) CCCCn1c(N)c(C(=S)NC(=O)CC(C)(C)C)c(=O)n(C)c1=O
(34) O=C(C1CCCCC1)N1CCCn2c1nc1ccccc12
(35) CN1CCC(=O)N([C@H](CSc2ccccc2)Cc2ccccc2)CC1
(36) COC(=O)c1[nH]c(C)c(/C(O)=C2\C(=O)C(=O)N(CCN(C)C)C2c2cccs2)c1C (stereo unspecified)
(37) O=C(CNC1CCCCCC1)Nc1ccccc1N1CCOCC1
(38) O=C(NCCc1c[nH]c2ccccc12)c1ccc(F)cc1F
(39) CCCCCn1c(=O)[nH]c2cc(C(=O)NCc3ccco3)ccc2c1=O
(40) Cc1cc(C)cc(N(CC(=O)NCCSCc2ccccc2)S(C)(=O)=O)c1
assay / entry | 31 | 32 | 33 | 34 | 35 | 36 | 37 | 38 | 39 | 40
Mtb FBA inh | -2 | 12 | -2 | -3 | 1 | -3 | 3 | -2 | 2 | 0
Y pestis TopoI | 3 | 11 | 3 | -3 | -3 | 4 | 4 | 8 | 4 | 37
Vc quorum ag | i | i | -1.4 | i | -0.5 | i | i | i | i | -0.7
GDH-TPI inh | 8 | 2 | 6 | 6 | -1 | 5 | -6 | -10 | -1 | -3
UGM FP inh | x | -0.1 | -2.5 | -0.8 | -1.2 | 0.0 | -1.7 | 2.2 | -0.9 | 1.2
TcdB GH inh | 0.5 | -0.9 | 5.1 | x | 0.1 | x | 0.0 | 0.6 | x | 0.3
FadD28 FP inh | -2.4 | -6.5 | -2.1 | -2.0 | -2.4 | -3.4 | -3.6 | -2.9 | -4.0 | -0.7
Mtb BioA inh | -1.5 | 0.1 | -1.7 | -0.6 | -0.2 | -0.3 | x | 0.2 | -0.7 | x
PfHsp40 rescue | x | 0.9 | -1.1 | -0.9 | 9.2 | -0.9 | 1.6 | 2.3 | -1.2 | 6.9

(41) Cc1cc(C)cc(NC(=O)c2ccc(NC(=O)c3ccco3)cc2)c1
(42) CCc1ccccc1OCc1nnc(N)s1
(43) CCCCC(=O)Nc1ccccc1N1CCN(c2ccc(F)cc2)CC1
(44) CC(=O)N1N=C(c2cccc(Br)c2)OC12CCCC2
(45) CCOc1ccc(N(CC(=O)NCCc2ccccc2)S(=O)(=O)c2ccccc2)cc1
(46) CC(=O)Nc1ccc(NC(=O)C2CC(=O)N(Cc3ccco3)C2)cc1 (stereo unspecified)
(47) N#Cc1c(/N=C/c2ccco2)oc(-c2ccccc2)c1-c1ccccc1
(48) Cc1ccc(CS(=O)Cc2ccc(C(=O)N3CCOCC3)o2)cc1 (stereo unspecified)
(49) CCCCN(C(=O)c1ccc(Cl)c([N+](=O)[O-])c1)c1c(N)n(CCC)c(=O)[nH]c1=O
(50) CC(=O)Nc1ccc(C(=O)N2CCOCC2c2cc(C(=O)NCc3ccccc3)no2)cc1 (stereo unspecified)
(51) CNC(=O)N(O)C1N(/N=C/c2ccc(N(C)C)cc2)C(=S)SC1(C)C (stereo unspecified)
(52) N#Cc1c(C#N)c(-c2ccccc2)n(-c2ccc(C(=O)O)cc2)c1N
assay / entry | 41 | 42 | 43 | 44 | 45 | 46 | 47 | 48 | 49 | 50 | 51 | 52
Mtb FBA inh | 1 | 3 | 1 | 0 | 0 | -2 | 3 | -4 | 0 | 2 | -3 | 7
Y pestis TopoI | 3 | 0 | 41 | 23 | 29 | -1 | -6 | -4 | 4 | 7 | 0 | 0
Vc quorum ag | -7.9 | 0.5 | i | -0.4 | i | -1.1 | 4.2 | -0.4 | -0.3 | -0.4 | -0.6 | 4.2
GDH-TPI inh | 6 | 4 | -8 | 6 | 1 | -1 | 0 | -7 | -3 | 12 | 18 | 11
UGM FP inh | 1.7 | 3.0 | 1.5 | -2.5 | 0.9 | x | 3.3 | -3.0 | -0.1 | x | 0.4 | -1.5
TcdB GH inh | -0.2 | x | 1.4 | -0.1 | 1.0 | -0.8 | x | -0.9 | 0.0 | -2.0 | 9.6 | x
FadD28 FP inh | -3.8 | -1.8 | -2.3 | 0.4 | -1.6 | -1.8 | -3.2 | -0.5 | -3.7 | 0.4 | -0.2 | 12*
Mtb BioA inh | -0.5 | -3.4 | 1.0 | x | 0.1 | -0.9 | x | -1.2 | 0.0 | 1.8 | -0.6 | 0.9
PfHsp40 rescue | 1.1 | -0.6 | 2.0 | -1.6 | -0.1 | 1.7 | 1.0 | -0.3 | -1.1 | x | -0.9 | -0.2
